Rab2A wt mod: modulators of GTP binding to Rab2A wildtype, primary screen, biochemical, dog, bead-based flow cytometry, multiplex; Ras-related protein Rab-2A (Canis lupus familiaris), P61105; GST-Rab2 wt beads, Bodipy-GTP binding; GTP binding activity, % at 10 µM; actives 0.19% (n = 190,000);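 active means GTP binding activity at least 20 points away from 100%, either lowered or raised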;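 further: 0% = beads with excess unlabeled GTP and 100% = no-compound control corrected for plate trend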
HRas wt GTP bind: modulators of GTP binding to HRas wildtype, primary screen, biochemical, bead-based flow cytometry, multiplex; GTPase HRas (Homo sapiens), P01112; GST-Ras wt beads, Bodipy-FL-GTP binding; actives lie on both sides; GTP binding activity, % at 10 µM; actives 0.14% (n = 190,000); AID 759, 2007;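 active means GTP binding activity at least 20% away from the 100% baseline, either lowered as inhibitor or raised as activator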;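 further: 0% = unlabeled GTP competition control and 100% = no-compound control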
Target sequence (P01112 whole entry, looked up): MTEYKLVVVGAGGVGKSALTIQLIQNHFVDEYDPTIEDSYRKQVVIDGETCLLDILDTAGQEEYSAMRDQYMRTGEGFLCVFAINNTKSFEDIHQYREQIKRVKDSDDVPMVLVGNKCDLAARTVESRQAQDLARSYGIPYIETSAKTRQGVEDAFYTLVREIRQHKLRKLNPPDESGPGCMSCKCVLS
Rac1 wt modul: wildtype Rac1 GTP binding modulators, primary screen, biochemical, GST-Rac1 beads, flow cytometry, multiplex; actives 0.27% (n = 190,000); AID 757, 2007; GTP binding activity (% of control), % at 10 µM; fluorescent GTP binding; actives lie on both sides; 0 = cold GTP competed, 100 = untreated;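 active means GTP binding activity at least 20 points away from the 100% control level, either lower or higher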
Rac1 mut GTP: GTP binding modulators of activated mutant Rac1, primary screen, biochemical, bead-based flow cytometry, multiplex, fluorescent GTP; Ras-related C3 botulinum toxin substrate 1 (Homo sapiens), P63000; GST-Rac1 activated beads; actives lie on both sides; 100% means binding = to untreated wells; percent activity (GTP binding), % at 10 µM; actives 0.11% (n = 190,000);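 active means GTP binding at least 20 percentage points away from the 100% baseline, in either direction, so actives lie on both sides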
Pf gamet viab: late stage P. falciparum gametocyte viability inhibitors, primary screen, ATP luminescence, HTS. P. falciparum stage V gametocytes, 24 h. inhibition, % at 10.9 µM. actives 0.065% (n = 150,000). AID 743093, 2013;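 active means inhibition above the mean plus 3 SD of compounds within the control limits, set per campaign, cut at about 38% in these data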;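 further: 0% = DMSO wells and 100% = medium only without gametocytes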
Rab7 wt modul: modulators of GTP binding to Rab7, primary screen, biochemical, wildtype, multiplex bead flow cytometry. Rab7 GTPase wild type (dog), Bodipy-FL-GTP binding. GST-Rab7 beads, fluorescent GTP binding; actives lie on both sides; untreated = 100%, excess cold GTP = 0%. actives 0.055% (n = 190,000). GTP binding activity (percent of control), % at 10 µM;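 active means fluorescent GTP binding to Rab7 beads changed by at least 20 points from the 100% baseline, either direction, mostly lower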;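 further: median green fluorescence of bound Bodipy-FL-GTP per Rab7 bead population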
Avidin fluor: green autofluorescence of compounds with avidin beads – biophysical, 488/530 nm, flow cytometry, artefact control, profiling panel; fluorescence (KMESF) at 10 µM; compound fluorescence 488/530 nm; stronger effect = higher value; actives 0.38% (n = 220,000); in the data active means fluorescence above about 47; further: inactives centre near 10
Cdc42 wt: modulators of GTP binding to wildtype Cdc42, primary screen, biochemical, multiplex bead flow cytometry, Bodipy-GTP; Cell division control protein 42 homolog (Homo sapiens), P60953; GST-Cdc42 beads; actives lie on both sides; percent activity (GTP binding), % at 10 µM; actives 0.2% (n = 190,000); AID 761, 2007;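 active means percent activity GTP binding at least 20 points away from the 100% baseline, either down as inhibitor or up as activator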;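 further: median bead fluorescence of bound Bodipy-FL-GTP at 100 nM; 0% = excess unlabeled GTP control and 100% = no compound control; below 100% means less GTP binding so inhibitor and above means activator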
Target sequence (P60953 whole entry, looked up): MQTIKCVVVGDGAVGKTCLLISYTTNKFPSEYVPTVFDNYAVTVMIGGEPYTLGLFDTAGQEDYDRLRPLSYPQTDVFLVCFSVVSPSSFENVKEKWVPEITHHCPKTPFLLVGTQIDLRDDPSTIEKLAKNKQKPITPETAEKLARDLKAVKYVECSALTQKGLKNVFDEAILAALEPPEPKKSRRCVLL
Mcl1-Bid inh: Mcl-1/Bid binding inhibitors, primary screen, biochemical, TR-FRET, 1536-well. Induced myeloid leukemia cell differentiation protein Mcl-1 (Homo sapiens), Q07820. TR-FRET Mcl-1/Bid-Dy647 peptide binding. inhibition, % at 21.7 µM. actives 0.97% (n = 220,000). AID 1021, 2008;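 active means compounds that cut the binding signal by more than half at the single screening dose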;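 further: His-tagged Mcl-1 with europium anti-His antibody binding Bid BH3 peptide; 0% = Mcl-1 plus peptide wells and 100% = peptide-only wells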
Target sequence (Q07820 whole entry, looked up): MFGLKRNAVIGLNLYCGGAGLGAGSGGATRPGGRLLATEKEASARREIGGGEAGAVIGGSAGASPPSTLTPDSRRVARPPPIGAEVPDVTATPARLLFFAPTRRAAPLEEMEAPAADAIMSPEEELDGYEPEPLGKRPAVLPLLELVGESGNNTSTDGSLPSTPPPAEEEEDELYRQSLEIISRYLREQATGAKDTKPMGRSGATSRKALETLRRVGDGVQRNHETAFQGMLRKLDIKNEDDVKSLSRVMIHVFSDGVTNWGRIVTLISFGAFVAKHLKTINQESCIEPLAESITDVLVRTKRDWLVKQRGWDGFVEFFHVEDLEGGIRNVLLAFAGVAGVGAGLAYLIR
Mcl-1 Bim block: inhibitors of Bim peptide binding to Mcl-1, primary screen, biochemical, bead-based flow cytometry, multiplex; Induced myeloid leukemia cell differentiation protein Mcl-1 (Homo sapiens), Q07820; Bim peptide-Mcl-1 binding; inhibition, % at 10 µM; actives 0.1% (n = 190,000); in the data active means inhibition above about 40%;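 further: 0% = no compound tracer wells and 100% = peptide blocker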
Mcl1-Noxa inh: Mcl-1/Noxa binding inhibitors, primary screen, biochemical, TR-FRET, 1536-well. inhibition, % at 21.7 µM. actives 1.5% (n = 220,000). Induced myeloid leukemia cell differentiation protein Mcl-1 (Homo sapiens), Q07820. TR-FRET Mcl-1/Noxa peptide binding, 2 h. AID 1022, 2008;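 active means compounds that cut the protein-peptide binding signal by more than 50% relative to plate controls in a single-dose test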;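 further: His-tagged Mcl-1 with rhodamine Noxa BH3 peptide and terbium anti-His antibody; 0% = Mcl-1 plus Noxa peptide wells and 100% = peptide-only wells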
Active calls of the source: *.

`Nc1nc2n(n1)C(=O)CC(c1ccccc1)N2` (centres undefined) gave Rab2A wt mod 102, HRas wt GTP bind 99, Rac1 wt modul 98, Rac1 mut GTP 95, Pf gamet viab 19, Rab7 wt modul 104, Avidin fluor 6, Cdc42 wt 98, Mcl1-Bid inh -35, Mcl-1 Bim block 0 and Mcl1-Noxa inh 23.
CC(O)C(NC=C1C(=O)OC(C)(C)OC1=O)C(=O)O (centres undefined) was read as Rab2A wt mod 99, HRas wt GTP bind 97, Rac1 wt modul 100, Rac1 mut GTP 97, Pf gamet viab -20, Rab7 wt modul 102, Avidin fluor 5, Cdc42 wt 99, Mcl1-Bid inh 7, Mcl-1 Bim block -1 and Mcl1-Noxa inh 17.
Screening COCc1cc(C)nc(Nc2ccccc2C)c1C#N returned Rab2A wt mod 98, HRas wt GTP bind 100, Rac1 wt modul 101, Rac1 mut GTP 99, Rab7 wt modul 99, Avidin fluor 20, Cdc42 wt 101, Mcl1-Bid inh -2, Mcl-1 Bim block -2 and Mcl1-Noxa inh 10.
Screening O=C(COc1ccccc1)NCC(=O)N/N=C/c1ccccc1 returned Rab2A wt mod 97, HRas wt GTP bind 97, Rac1 wt modul 103, Rac1 mut GTP 98, Pf gamet viab 1, Rab7 wt modul 96, Avidin fluor 17, Cdc42 wt 100, Mcl1-Bid inh 10, Mcl-1 Bim block 1 and Mcl1-Noxa inh 15.
`Cn1c(N)c(C(=O)COC(=O)CSc2ccc3ccccc3c2)c(=O)n(C)c1=O` gave Rab2A wt mod 103, HRas wt GTP bind 103, Rac1 wt modul 110, Rac1 mut GTP 102, Pf gamet viab 2, Rab7 wt modul 104, Avidin fluor 4, Cdc42 wt 105, Mcl1-Bid inh -17, Mcl-1 Bim block -9 and Mcl1-Noxa inh 21.
CC(O)CN(Cc1ccc(Cl)cc1)CC(C)O (centres undefined) was read as Rab2A wt mod 100, HRas wt GTP bind 101, Rac1 wt modul 100, Rac1 mut GTP 101, Rab7 wt modul 100, Avidin fluor 8, Cdc42 wt 102, Mcl1-Bid inh 7, Mcl-1 Bim block 0 and Mcl1-Noxa inh 3.
Screening Cc1cc(C)c2ccc(NN)nc2c1O returned Rab2A wt mod 99, HRas wt GTP bind 102, Rac1 wt modul 98, Rac1 mut GTP 96, Rab7 wt modul 99, Avidin fluor 17, Cdc42 wt 101, Mcl1-Bid inh -137, Mcl-1 Bim block 0 and Mcl1-Noxa inh -71.
Screening O=C1c2cccc3cccc(c23)C(=O)N1CC1CCN(CC(O)COCc2ccc3c(c2)OCO3)CC1 (centres undefined) returned Rab2A wt mod 101, HRas wt GTP bind 99, Rac1 wt modul 101, Rac1 mut GTP 103, Pf gamet viab 5, Rab7 wt modul 103, Avidin fluor 7, Cdc42 wt 101, Mcl1-Bid inh -11, Mcl-1 Bim block -8 and Mcl1-Noxa inh 2.
Screening CCc1cc(C(=O)OC)c(NC(=O)c2cc(Br)cs2)s1 returned Rab2A wt mod 102, HRas wt GTP bind 102, Rac1 wt modul 103, Rac1 mut GTP 100, Rab7 wt modul 98, Avidin fluor 11, Cdc42 wt 104, Mcl1-Bid inh -15, Mcl-1 Bim block 0 and Mcl1-Noxa inh -1.
Cc1nc(-c2cccs2)ccc1C(=O)O was read as Rab2A wt mod 92, HRas wt GTP bind 96, Rac1 wt modul 97, Rac1 mut GTP 93, Pf gamet viab 5, Rab7 wt modul 97, Avidin fluor 25, Cdc42 wt 94, Mcl1-Bid inh -17, Mcl-1 Bim block 5 and Mcl1-Noxa inh 8.
Screening CC(C)[C@H](NC(=O)c1ccccc1)C(=O)N1CCc2ccccc21 returned Rab2A wt mod 101, HRas wt GTP bind 100, Rac1 wt modul 106, Rac1 mut GTP 100, Pf gamet viab -24, Rab7 wt modul 99, Avidin fluor 7, Cdc42 wt 103, Mcl1-Bid inh -14, Mcl-1 Bim block -5 and Mcl1-Noxa inh 5.
For O=C(Nc1nnc(-c2ccccc2SCc2ccccc2F)s1)Nc1ccccc1F the results were Rab2A wt mod 100, HRas wt GTP bind 99, Rac1 wt modul 101, Rac1 mut GTP 100, Pf gamet viab -16, Rab7 wt modul 96, Avidin fluor 14, Cdc42 wt 102, Mcl1-Bid inh 5, Mcl-1 Bim block -1 and Mcl1-Noxa inh 26.
`CCOC(=O)C1(O)CSc2nc3sc(C(=O)O)c(C)c3c(=O)n21` (centres undefined) gave Rab2A wt mod 104, HRas wt GTP bind 102, Rac1 wt modul 107, Rac1 mut GTP 102, Rab7 wt modul 101, Avidin fluor 12, Cdc42 wt 103, Mcl1-Bid inh -52, Mcl-1 Bim block -2 and Mcl1-Noxa inh -7.
Screening COc1c(C(=O)N2CCCC2)ccc2ccccc12 returned Rab2A wt mod 97, HRas wt GTP bind 99, Rac1 wt modul 102, Rac1 mut GTP 98, Rab7 wt modul 99, Avidin fluor 10, Cdc42 wt 101, Mcl1-Bid inh -15, Mcl-1 Bim block 4 and Mcl1-Noxa inh 1.
Screening O=C(Nc1cccc(O)c1)c1ccc([N+](=O)[O-])cc1Cl returned Rab2A wt mod 97, HRas wt GTP bind 97, Rac1 wt modul 97, Rac1 mut GTP 93, Rab7 wt modul 109, Avidin fluor 11, Cdc42 wt 96, Mcl1-Bid inh -11, Mcl-1 Bim block -1 and Mcl1-Noxa inh 10.
For Cc1ccc(N2CCN(/N=C/c3cccs3)CC2)cc1 the results were Rab2A wt mod 102, HRas wt GTP bind 102, Rac1 wt modul 105, Rac1 mut GTP 99, Rab7 wt modul 102, Avidin fluor 12, Cdc42 wt 102, Mcl1-Bid inh -8, Mcl-1 Bim block -1 and Mcl1-Noxa inh 12.
`O=C(NCc1ccc2c(c1)OCO2)C1CCCN(S(=O)(=O)c2cccnc2)C1` (centres undefined) gave Rab2A wt mod 103, HRas wt GTP bind 104, Rac1 wt modul 106, Rac1 mut GTP 101, Rab7 wt modul 101, Avidin fluor 8, Cdc42 wt 102, Mcl1-Bid inh -15, Mcl-1 Bim block 0 and Mcl1-Noxa inh 2.
Screening C/C(N)=C(/C#N)C(=O)CSc1ccc2c(c1)OCCO2 returned Rab2A wt mod 103, HRas wt GTP bind 103, Rac1 wt modul 98, Rac1 mut GTP 100, Pf gamet viab -4, Rab7 wt modul 98, Avidin fluor 14, Cdc42 wt 102, Mcl1-Bid inh -16, Mcl-1 Bim block -3 and Mcl1-Noxa inh 8.
For Fc1ccc(NC(=S)N2CCCCC2)cc1 the results were Rab2A wt mod 102, HRas wt GTP bind 103, Rac1 wt modul 103, Rac1 mut GTP 101, Rab7 wt modul 100, Avidin fluor 14, Cdc42 wt 106, Mcl1-Bid inh -69, Mcl-1 Bim block 0 and Mcl1-Noxa inh 10.
Screening Cc1ccc(NC(=O)COC(=O)Cc2ccsc2)c(C)c1 returned Rab2A wt mod 97, HRas wt GTP bind 97, Rac1 wt modul 96, Rac1 mut GTP 96, Pf gamet viab 17, Rab7 wt modul 99, Avidin fluor 9, Cdc42 wt 93, Mcl1-Bid inh -15, Mcl-1 Bim block -1 and Mcl1-Noxa inh -10.

At a glance, some entries already given.
`CCOC(=O)C1(O)CSc2nc3sc(C(=O)O)c(C)c3c(=O)n21` (centres undefined) gave Rab2A wt mod 104, HRas wt GTP bind 102, Rac1 wt modul 107, Rac1 mut GTP 102, Rab7 wt modul 101, Avidin fluor 12, Cdc42 wt 103, Mcl1-Bid inh -52, Mcl-1 Bim block -2 and Mcl1-Noxa inh -7.
Screening COc1c(C(=O)N2CCCC2)ccc2ccccc12 returned Rab2A wt mod 97, HRas wt GTP bind 99, Rac1 wt modul 102, Rac1 mut GTP 98, Rab7 wt modul 99, Avidin fluor 10, Cdc42 wt 101, Mcl1-Bid inh -15, Mcl-1 Bim block 4 and Mcl1-Noxa inh 1.

(listing goes on)
`O=C(CSc1ccc(Br)cc1)N1CCN(C(=O)c2ccco2)CC1` gave Rab2A wt mod 100, HRas wt GTP bind 99, Rac1 wt modul 100, Rac1 mut GTP 98, Pf gamet viab -9, Rab7 wt modul 106, Avidin fluor 14, Cdc42 wt 97, Mcl1-Bid inh -25, Mcl-1 Bim block 0 and Mcl1-Noxa inh 6.
For Cc1ccc(C(=O)N/C(=C\c2cccs2)C(=O)N2CCCCCC2)cc1 the results were Rab2A wt mod 101, HRas wt GTP bind 103, Rac1 wt modul 107, Rac1 mut GTP 101, Pf gamet viab -6, Rab7 wt modul 97, Avidin fluor 12, Cdc42 wt 107, Mcl1-Bid inh -2, Mcl-1 Bim block -4 and Mcl1-Noxa inh 12.
Cc1cccc(C)c1OCCCCCNCCO was read as Rab2A wt mod 102, HRas wt GTP bind 102, Rac1 wt modul 99, Rac1 mut GTP 97, Pf gamet viab 23, Rab7 wt modul 103, Avidin fluor 7, Cdc42 wt 98, Mcl1-Bid inh 3, Mcl-1 Bim block -2 and Mcl1-Noxa inh 7.
Screening O=C(NC(=S)Nc1ccccc1F)c1ccc(Br)o1 returned Rab2A wt mod 96, HRas wt GTP bind 98, Rac1 wt modul 98, Rac1 mut GTP 94, Pf gamet viab 2, Rab7 wt modul 104, Avidin fluor 10, Cdc42 wt 97, Mcl1-Bid inh -23, Mcl-1 Bim block -1 and Mcl1-Noxa inh 6.
Screening COc1ccc(C2C(Oc3ccccc3C)C(=O)N2Cc2ccc(F)cc2)cc1OC (centres undefined) returned Rab2A wt mod 91, HRas wt GTP bind 94, Rac1 wt modul 93, Rac1 mut GTP 93, Rab7 wt modul 93, Avidin fluor 17, Cdc42 wt 92, Mcl1-Bid inh 1, Mcl-1 Bim block 3 and Mcl1-Noxa inh -21.
`Cc1c(C(=O)OCC(=O)NCc2ccc3c(c2)OCO3)cccc1[N+](=O)[O-]` gave Rab2A wt mod 95, HRas wt GTP bind 99, Rac1 wt modul 96, Rac1 mut GTP 95, Rab7 wt modul 103, Avidin fluor 3, Cdc42 wt 97, Mcl1-Bid inh -27, Mcl-1 Bim block -10 and Mcl1-Noxa inh 8.

Bioassay records (PubChem BioAssay)
